SIAH1 antagonists: blockers of Siah-1 interaction with plectin peptide – biochemical, fluorescence polarization, rhodamine-plectin, uHTS, primary screen (AID 1817). 290,000 compounds, 0.02% hits. displacement, % at 20 µM; hits with a dose series show IC50 in µM. Siah-1 / rhodamine-plectin peptide fluorescence polarization; higher % means a stronger effect;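 active means displacement of at least 50% at 20 µM, with a fluorescence ratio check between 0.3 and a set limit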;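 further: plate controls were Siah plus tracer with DMSO for no effect and tracer alone without Siah for full effect; strong numbers were not always called active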
Large T inhibition: TAg ATPase/helicase activity blockers – biochemical (AID 1903). one-dose inhibition, % at 20 µM; IC50 in µM for titrated hits. SV40 large T antigen ATPase/helicase inhibition assay; higher % means a stronger effect. 310,000 compounds, 0.39% hits; in the data active means a potency from the dose series; inconclusive means inhibition mostly from about 32% at the one dose, without a potency; inactive means the rest, 99 in 100 with inhibition below about 32%; further: strong numbers were not always called active
Rac1 GTP hydrolysis: MgcRacGAP GTPase-activating activity inhibitors, confirmation, biochemical, ADP Hunter fluorescence | MgcRacGAP-stimulated Rac1 GTP hydrolysis, ADP Hunter fluorescence; higher % means a stronger effect; GST-tagged Rac1 F28L mutant substrate | 340,000 compounds, 0.6% hits | inhibition, % at 30 µM; hits with a dose series show IC50 in µM | AID 624330;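 active means first-screen hits whose inhibition reached a set limit at any dose in the follow-up dose series; inconclusive means inhibition above the set first-screen limit but never retested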;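 further: fluorescence reports GDP produced by GAP-driven GTP hydrolysis; strong numbers were not always called active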
XIAP displacement: XIAP antagonists, biochemical, IAP family, fluorescence polarization (AID 1018); XIAP BIR domain, fluorescence polarization peptide displacement; higher % means a stronger effect; displacement, % at 20 µM; hits with a dose series show IC50 in µM; 200,000 compounds, 0.007% hits; in the data active means displacement above about 50%; further: a part of the inactive calls stands beside numbers as strong as those of hits
HIV fusion peptide: inhibitors of HIV fusion peptide binding, primary screen, biochemical, uHTS, fluorescence dequenching (AID 1986); cell-free peptide binding, fluorescence dequenching, 30 min; higher % means a stronger effect; one-dose inhibition, % at 20 µM; IC50 in µM for titrated hits; 290,000 compounds, 0.3% hits; in the data active means inhibition mostly above about 52%, no sharp cut-off; inactive means mostly below about 76%; further: some results filed as inactive read as strong as hits
Dengue-2 NS5 capping: flavivirus cap methylation enzyme inhibition – biochemical, confirmation dose response, primary screen (AID 588689); Dengue-2 NS5 methyltransferase capping enzyme assay, biochemical; higher % means a stronger effect; inhibition, % at 25 µM, or IC50 in µM where a hit was titrated; 340,000 compounds, 0.3% hits; in the data active means a potency from the dose series; inconclusive means inhibition above about 29% without an active follow-up result
LYP phosphatase: PTPN22 lymphoid phosphatase activity blockers – biochemical, fluorescence intensity, uHTS (AID 1779). recombinant LYP phosphatase, fluorescence intensity; higher % means a stronger effect. inhibition, % at 11.5 µM; hits with a dose series show IC50 in µM. 290,000 compounds, 0.054% hits; in the data active means inhibition above about 50%;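 further: plate controls were vehicle with enzyme for no effect and no enzyme for full effect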
AID2073: inhibitors of Mint1-CaV2.2 protein interaction, biochemical, HTRF (AID 2073); inhibition, % at 20 µM, or IC50 in µM where a hit was titrated; 290,000 compounds, 0.19% hits; HTRF protein-protein interaction, Mint1-CaV2.2; higher % means a stronger effect; in the data active means inhibition mostly above about 51%, no sharp cut-off; inconclusive means no clear call, values can overlap the other calls; inactive means mostly below about 53%; further: some results filed as inactive read as strong as hits
RSV CPE inhibition: inhibition of RSV-induced cytopathic effect – HEp-2 cells, primary 10 µM value included (AID 2391); 310,000 compounds, 0.13% hits; HEp-2 cells, RSV-induced CPE inhibition; higher % means a stronger effect; one-dose CPE inhibition, % at 10 µM; IC50 in µM for titrated hits; in the data active means a potency from the dose series; inconclusive means CPE inhibition mostly from about 23% at the one dose, without a potency; inactive means the rest, 99 in 100 with CPE inhibition below about 21%; further: strong numbers were not always called active
Dengue-2 NS5 capping pilot replicate: recorded beside Dengue-2 NS5 capping, whose call it bears; inhibition, %; measured here: pilot screen replicate inhibition
* = called active by the depositor; ? = inconclusive; / = not tested or not shown.

SMILES	SIAH1 antagonists	Large T inhibition	Rac1 GTP hydrolysis	XIAP displacement	HIV fusion peptide	Dengue-2 NS5 capping	LYP phosphatase	AID2073	RSV CPE inhibition	others
COc1ccc(/C=C2/CC/C(=C\c3ccc(OC)c(OC)c3OC)C2=O)c(OC)c1OC	-1%	1%	1%	3.6%	-0.2%	11%	-2%	7%	5.5%
O=C(OCc1cnc(Cl)s1)c1ccc(Cl)cc1	-1%	5%	5%	-0.5%	-0.1%	1%	-3%	-9%	0.9%
Cn1c(=O)c2c(ncn2CC(=O)Nc2nc(-c3ccc(F)c(F)c3)cs2)n(C)c1=O	6%	23%	16%	/	-1.4%	-8%	-6%	-7%	-1.8%
Brc1ccc(/C=N/c2nc3ccccc3n2CCN2CCOCC2)cc1	8%	10%	6%	2.7%	3.7%	-4%	-8%	1%	2.9%
O=C(O)COc1ccc(S(=O)(=O)NCCc2ccccc2)cc1	2%	6%	6%	-5.3%	2.4%	0%	0%	-10%	2.7%
Cc1ccccc1OCC(=O)NC(=S)Nc1ccc(N2CCCC2)cc1	1%	4%	12%	-6.2%	0.0%	4%	0%	48%	2.5%
COc1ccccc1C(=O)NNC(=O)c1cccc(O)c1	6%	10%	9%	/	-0.9%	-9%	-5%	-2%	2.2%
Cc1ccc(NC2=C(N3CCOCC3)C(=O)c3ccccc3C2=O)cc1	0%	20%	-6%	-2.2%	-0.7%	7%	-4%	39%	-2.5%
COC(=O)N/N=C(\C)c1ccc(Br)cc1	4%	1%	10%	1.4%	1.6%	-3%	-7%	-1%	2.7%
O=S1(=O)CCC(NC(=S)Nc2ccccc2)C1 (stereo not drawn)	15%	7%	/	/	0.1%	/	-8%	-4%	3.6%
Cc1ccnc(SCCn2c(N3CCN(C)CC3)nc3c2c(=O)n(C)c(=O)n3C)n1	9%	11%	5%	/	-0.3%	3%	-8%	8%	1.7%
Cc1cc(NC2CCCCC2)nc(NCc2ccccc2)n1	2%	10%	3%	-7.2%	2.2%	-10%	5%	0%	12%
CCCc1[nH]n(-c2ccc([N+](=O)[O-])cc2)c(=O)c1C=NCCCn1ccnc1	-1%	25%	6%	-5.5%	-0.5%	-1%	6%	10%	0.1%
O=C(N/N=C/c1ccc([N+](=O)[O-])cc1)c1cccs1	18%	5%	/	/	1.6%	/	2%	6%	/
CS(=O)(=O)N1CCc2cc(C(=O)OCC(=O)c3ccccc3)ccc21	3%	11%	6%	0.8%	-3.2%	-2%	-6%	-3%	1.5%
CCOC(=O)c1ccc(NC(=O)COc2cc3oc(=O)c(CC(C)O)c(C)c3cc2Cl)cc1 (stereo not drawn)	-4%	6%	2%	/	0.1%	-3%	-2%	14%	5.0%
COc1ccc(NC(=O)C(NS(=O)(=O)c2cccs2)C(C)C)cc1Cl (stereo not drawn)	2%	6%	6%	/	1.0%	-4%	-11%	4%	1.6%
CCC1=NN(C(=O)c2ccc(Cl)cc2)C(O)(c2ccccc2)C1 (stereo not drawn)	-4%	0%	9%	/	-3.3%	-8%	-6%	-3%	19%
CCCNC(=O)c1[nH]c(C)c(C(=O)OCC)c1C	9%	-5%	/	-9.5%	2.1%	/	-9%	2%	0.2%
COc1ccccc1OCC(=O)Nc1nonc1NC(=O)COc1ccccc1OC	5%	12%	10%	-6.5%	11%	-5%	6%	1%	0.9%
CC(C)NC(=O)C1CCCN(S(=O)(=O)c2cccs2)C1 (stereo not drawn)	-2%	5%	9%	-7.5%	-1.9%	-13%	-8%	4%	0.2%
CC(C)N(Cc1nc(COc2ccccc2)no1)Cc1nccn1C	-4%	20%	3%	-9.2%	0.2%	-1%	-14%	-3%	-1.5%
O=C(O)/C=C/C(=O)Nc1ccc(Cl)cc1C(=O)c1ccccc1	20%	32%	10%	/	-1.2%	-2%	-1%	7%	1.7%
CCC1(CC)NC(=O)N(CC(=O)Nc2sc3c(c2C(N)=O)CCC3)C1=O	41%	29%	4%	7.8%	26%	-9%	1%	34%	2.9%
COc1cc(-c2n[nH]c(=S)n2-c2ccc(C)cc2)cc(OC)c1OC	-9%	-52%	14%	-15%	-1.8%	-3%	-14%	33%	-0.1%
CCC(=O)Nc1ccc(NC(=O)CSc2nnc(-c3ccc(O)cc3)n2CC2CCCO2)cc1 (stereo not drawn)	1%	7%	7%	-5.4%	2.5%	10%	5%	12%	2.8%
N#Cc1c(N)nc(N)nc1Nc1ccc(Br)cc1	0%	3%	8%	/	1.0%	1%	-8%	13%	-3.0%
CCCCSc1nc2c(cnn2-c2ccc(C)c(C)c2)c(=O)[nH]1	-3%	14%	1%	-1.1%	2.4%	-3%	-2%	24%	9.3%
CCOCCCn1c(-c2ccc(Cl)cc2)n[nH]c1=S	8%	11%	12%	-3.0%	-1.6%	-10%	-9%	-17%	0.8%	Dengue-2 NS5 capping pilot replicate=3.0
COC(=O)c1ccc2c(c1)NC(=O)CS2	7%	16%	6%	-2.5%	-1.3%	-14%	0%	-1%	2.0%
CN(NC(=O)c1ccccc1F)c1ccc([N+](=O)[O-])cn1	3%	20%	4%	/	0.5%	3%	1%	14%	0.0%
OCCCCNCc1ccc(OCc2ccccc2Cl)cc1	-2%	5%	9%	-2.2%	-3.9%	-5%	0%	-1%	-3.5%
Cc1cc(=O)oc2cc(NC(=O)c3c(Cl)cnn3C)ccc12	-2%	7%	-4%	/	0.1%	4%	-6%	11%	0.2%
Cc1onc(-c2c(Cl)cccc2Cl)c1NC(=O)N1CCSCC1	-2%	3%	9%	/	-1.2%	-4%	-9%	-5%	1.4%
CC1(C)Cc2c(sc3c2c(=N)n(Cc2ccco2)c(=O)n3Cc2ccccc2)CO1	11%	9%	2%	-2.4%	1.8%	-4%	2%	-6%	10.0%
CCCCNC(=O)c1ccc2c(c1)ncn2C1CCCCC1	7%	15%	11%	-4.3%	1.4%	4%	-2%	-1%	0.9%
CC1(C)CC(=O)C2=C(C1)NC1=C(C(=O)c3ccccc31)C2c1ccc(O)cc1 (stereo not drawn)	-6%	10%	12%	-6.8%	-2.5%	4%	-6%	-10%	7.5%
O=C(OCCN1CCCCC1)c1ccc(O)cc1	0%	0%	-1%	-1.1%	-1.9%	-5%	1%	0%	-1.1%
CCOC(=O)c1cnc(SCC(=O)N2CCN(c3ccccc3)CC2)nc1N	2%	3%	6%	-4.6%	0.0%	-5%	-4%	-6%	1.3%
CC(C)(C)c1ccc(C2/C(=C(\O)c3ccc4c(c3)OCCO4)C(=O)C(=O)N2CCCN2CCOCC2)cc1 (stereo not drawn)	7%	9%	8%	/	8.9%	10%	-10%	10%	1.6%
CCCNC1=CC(=O)CC(C)(C)C1	1%	5%	8%	-1.9%	1.1%	-6%	-6%	-2%	0.0%
NC(=O)c1ccc(Oc2ccc(C(N)=O)cc2)cc1	1%	8%	-3%	/	0.3%	-16%	0%	19%	0.0%
CC(C)OCCCn1c(=N)c(S(=O)(=O)c2ccccc2)cc2c(=O)n3ccccc3nc21	1%	10%	-14%	/	0.4%	7%	-59%	4%	3.0%
COc1cccc(NC(=O)CCN2C(=O)c3cccc([N+](=O)[O-])c3C2=O)c1	-2%	4%	4%	/	-1.7%	-8%	-10%	-5%	2.2%
O=C(NCCCCO)C(F)(F)C(F)(F)C(F)(F)C(=O)NCCCCO	0%	-4%	4%	-0.2%	1.4%	-4%	-5%	-2%	4.0%
O=C(O)c1oc2ccccc2c1CN1CCN(c2ccccc2)CC1	-2%	0%	13%	-4.4%	1.3%	-1%	-6%	-2%	0.0%
O=C(COc1ccc([N+](=O)[O-])cc1)Nc1ccc2c(c1)OCO2	1%	5%	-2%	-8.8%	0.2%	-1%	-3%	-6%	1.1%
CCc1nn(C)c(N)c1C	-1%	8%	-6%	-2.0%	-0.6%	-1%	-7%	-2%	0.6%
Cc1cccc(C)c1NC(=O)CSc1nc(C2CC2)nc2ccccc12	-3%	6%	5%	/	0.6%	-3%	-7%	4%	2.8%
COc1ccc(C(=O)NNS(=O)(=O)c2ccccc2)cc1OC	-4%	-8%	-4%	/	-1.0%	3%	-8%	15%	-0.5%
COc1cccc(CC(=O)Nc2ccccc2N2CCCC2)c1	-1%	9%	4%	/	-1.6%	-11%	-12%	-1%	1.8%
Oc1ccc[n+](CC(O)c2ccccc2)c1 (stereo not drawn)	/	6%	4%	/	/	-6%	/	/	1.2%
CC1CCN(S(=O)(=O)c2ccc(C(=O)NCc3cccnc3)cc2)CC1	4%	6%	-1%	-3.1%	-1.1%	-1%	-3%	-9%	-1.1%
COc1ccc(CCNC(=O)C2CCC(C(C)(C)C)CC2)cc1OC (stereo not drawn)	-3%	0%	8%	/	-0.7%	-3%	-5%	2%	3.1%
COc1ccc(CCNC(=O)c2cc(S(=O)(=O)N(C)C)ccc2N2CCCC2)cc1	2%	5%	-4%	/	-0.5%	-10%	-2%	7%	1.0%
COCCn1c(C)cc2c(c1=O)C(c1ccccc1F)C(C#N)=C(N)O2 (stereo not drawn)	0%	-1%	4%	-4.4%	-0.8%	3%	-7%	-8%	-0.6%
O=C1c2c([N+](=O)[O-])cc([N+](=O)[O-])cc2S(=O)N1Cc1ccccc1 (stereo not drawn)	-3%	11%	47µM*	-9.2%	2.6%	10%	-7%	?	-0.2%
O=C(COC(=O)Cc1cccc(C(F)(F)F)c1)Nc1ccc2[nH]c(=O)[nH]c2c1	/	6%	10%	/	/	7%	/	/	1.9%
COC(=O)c1ccc2ncccc2c1	5%	7%	9%	-1.6%	0.9%	-7%	-10%	20%	3.7%
Cc1ccc(OCC(=O)Nc2ccccc2Sc2ccccc2)c([N+](=O)[O-])n1	5%	10%	6%	-1.4%	-2.3%	-5%	0%	-4%	7.8%
COc1ccc(N2CCN(C(=O)c3ccc(CS(=O)(=O)c4ccccc4C)o3)CC2)cc1	1%	17%	4%	/	-0.8%	-3%	-4%	12%	6.8%
Cc1ccc(-n2c(C)cc(C=C3C(=O)CC(C)(C)CC3=O)c2C)cc1	4%	10%	2%	-11%	16%	3%	5%	1%	4.0%
CCNC(=S)N1N=C2c3ccccc3CCC2C1c1ccc(F)cc1 (stereo not drawn)	2%	10%	/	/	2.1%	/	0%	45%	1.4%

Quoted at random: 3 records from the list.
SMILES	SIAH1 antagonists	Large T inhibition	Rac1 GTP hydrolysis	XIAP displacement	HIV fusion peptide	Dengue-2 NS5 capping	LYP phosphatase	AID2073	RSV CPE inhibition	others
CCc1nn(C)c(N)c1C	-1%	8%	-6%	-2.0%	-0.6%	-1%	-7%	-2%	0.6%
COC(=O)c1ccc2ncccc2c1	5%	7%	9%	-1.6%	0.9%	-7%	-10%	20%	3.7%
COc1ccc(N2CCN(C(=O)c3ccc(CS(=O)(=O)c4ccccc4C)o3)CC2)cc1	1%	17%	4%	/	-0.8%	-3%	-4%	12%	6.8%

Source: PubChem
